# MT stabilizer: stabilizes microtubules in HeLa cells; HeLa tubulin immunostaining HCS, 24 h; share of cells brighter than vehicle mean+2SD; % tubulin-high responders, % at 10 µM; 200,000 compounds, 0.83% hits;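 active means plate Z-score above 3 for both tubulin-high and condensed-nucleus cell shares, with cell loss under 80%, at 10 µM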;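 further: anti alpha tubulin signal scored within the nucleus-defined area of each cell; some results filed as inactive read as strong as hits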
# Yfh1-depleted yeast: mitochondrial function rescue without frataxin homolog – Friedreich's ataxia, plus single-dose screen, dose response (AID 1465); S. cerevisiae Yfh1-off respiration, WST-1 reduction, 72 h; higher fold induction means a stronger effect; one-dose fold induction at 50 µM; EC50 in µM for titrated hits; 220,000 compounds, 0.074% hits;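 active means fold induction of absorbance versus untreated yeast above a set limit, then at least 30% activation at any dose in follow-up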;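 further: activators that raise dye reduction in frataxin-depleted yeast; strong numbers were not always called active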
# Insulin prom up: MIN6 insulin promoter up-regulation | MIN6 insulin promoter-GFP reporter, high-content imaging; active compounds read high | z-score at 5 µM | 190,000 compounds, 0.3% hits;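 active means z-score above 3 at 5 µM with at least 500 cells counted in the well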
# NOD2 inhibition: inhibition of NOD2-driven NF-kB reporter – cell-based, luminescence, uHTS, HEK293 (AID 1566) | inhibition, % at 4 µM; hits with a dose series show EC50 in µM | 290,000 compounds, 0.63% hits | HEK293 NOD2/NF-kB luciferase reporter, luminescence; higher % means a stronger effect; in the data active means inhibition above about 50%; further: many of its hits are not listed in these tables
# Dynein cargo inh: dynein cargo transport inhibition. 220,000 compounds, 0.47% hits. 3617.4 mouse cells, GR-EGFP nuclear translocation imaging; test concentration mostly 20 µM; stimulated with dexamethasone, 1 µM; active compounds read low. z-score, hits read low;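 active means plate z-score of nuclear minus cytoplasmic receptor signal below a set negative limit, without overly bright fluorescence or cell loss, cut at about -3.5 in these data, passing the limit was not always enough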;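 further: z-score of nuclear minus cytoplasmic ring GR-EGFP intensity difference per well; some compounds called inactive have numbers as strong as hits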
#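 Buffer or medium – tet-free medium with charcoal-stripped serum · Signal – automated 10x imaging of fixed Hoechst-stained cells · Also added – dexamethasone agonist, 1.0 µM final, for 30 min · Incubation – induction 48 h, compound 1 h, agonist 30 min · Read-out – GR-EGFP nuclear translocation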
# bCat nuc transl: alters nuclear translocation of beta-catenin in HeLa cells; immunofluorescence imaging; nuclear translocation activity, % at 5 µM; 190,000 compounds, 0.3% hits; AID 1665;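 active means nuclear translocation activity above 50% at 5 µM, with a well cell count of 50 or more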;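 further: per-cell ratio of nuclear to cytoplasmic median beta-catenin stain intensity; plate controls were DMSO negative control for no effect and GSK-3 inhibitor IX positive control for full effect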
#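 System: HeLa cells, endogenous beta-catenin; compound dosing: 5 µM primary single dose, 0.1% DMSO, 0.02–20 µM confirmation series; incubation: 24 h compound exposure at 37°C, 5% CO2; signal: beta-catenin immunofluorescence imaging with DAPI; evaluation: % activation, nuclear-to-cytoplasmic median beta-catenin signal ratio per cell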
# Hep lipid drop: modulators of hepatic lipid droplet formation | 240,000 compounds, 0.4% hits | inhibition, % at 6.5 µM | AML12 mouse hepatocytes, oleate lipid droplets, BODIPY imaging;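 active means lipid droplet intensity inhibited by at least 50%, with more than 500 cells counted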
#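 Assay system: AML12 hepatocytes (mouse) / Also added: 100 µM oleic acid challenge / Times: overnight treatment with compound plus oleate / Detection: high-content imaging of BODIPY-stained droplets and DAPI nuclei / Evaluation: % inhibition of lipid droplet signal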
# WT yeast gro inh: growth inhibition of WT yeast, mitochondrial fusion screen. mitochondrial fusion phenotypic screen, WT strain. inhibition, % at 10 µM. 190,000 compounds, 2.1% hits; in the data active means inhibition above about 58%; tested in S. cerevisiae
# Autophagy HCS: modulators of autophagy; AID 463193; MEF GFP-LC3 puncta imaging; test concentration mostly 10 µM; 190,000 compounds, 0.98% hits; calls only at 10 µM (by protocol);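 active means percentage of spot-positive cells more than 3 SD above its plate mean, without a fluorescence outlier flag or 80% toxicity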;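 further: spot-positive cell cutoff set from DMSO-treated cells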
# WT yeast gro inh mutant strain: further read-out of WT yeast gro inh, marked with its call; inhibition, %; mitochondrial fusion phenotypic screen, mutant strain inhibition
# Dynein cargo inh cytoplasmic EGFP: second read-out of Dynein cargo inh, no call of its own (marks repeat the call); z-score; measured here: cytoplasmic GR-EGFP intensity; active compounds read high
# Dynein cargo inh nuclear GR-EGFP: second read-out of Dynein cargo inh, no call of its own (marks repeat the call); z-score; measured here: nuclear GR-EGFP intensity;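 lower value marks the stronger effect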
# Dynein cargo inh cell count: second read-out of Dynein cargo inh, no call of its own (marks repeat the call); z-score; measured here: cell count per field
# Insulin prom up cell count: second read-out of Insulin prom up, no call of its own (marks repeat the call); cell count; measured here: cytotoxicity, nuclei count;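 total cells summed across four imaged fields per well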
# Hep lipid drop cells 6.5 µM: further read-out of Hep lipid drop, marked with its call; cell count; measured here: cell count, cytotoxicity flag;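 cells counted across two imaged fields per well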
# bCat nuc transl cell count 5 µM: recorded beside bCat nuc transl, whose call it bears; cell count; measured here: cell count, cytotoxicity flag
# MT stabilizer Hoechst-high %: recorded beside MT stabilizer, whose call it bears; % Hoechst-high responders; measured here: nuclear condensation Hoechst responders;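 share of cells brighter than vehicle mean plus two SD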
# MT stabilizer cytotoxicity %: second read-out of MT stabilizer, no call of its own (marks repeat the call); toxicity, %; measured here: cytotoxicity by cell density;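 0% = mean cell density of plate MIN control wells and 100% = no cells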
# Autophagy HCS cell loss 18 h: also measured in Autophagy HCS; calls as there; toxicity, %; measured here: cell loss, nuclei count;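 cell loss after 18 h compound exposure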
# Numbers without * were called inactive; i = inactive; · = no result given. An excerpt. The share of hits here may be higher or lower than overall.
# Values run as follows: MT stabilizer	MT stabilizer Hoechst-high %	MT stabilizer cytotoxicity %	Yfh1-depleted yeast	Insulin prom up	Insulin prom up cell count	NOD2 inhibition	Dynein cargo inh	Dynein cargo inh cytoplasmic EGFP	Dynein cargo inh nuclear GR-EGFP	Dynein cargo inh cell count	bCat nuc transl	bCat nuc transl cell count 5 µM	Hep lipid drop	Hep lipid drop cells 6.5 µM	WT yeast gro inh	WT yeast gro inh mutant strain	Autophagy HCS	Autophagy HCS cell loss 18 h
O=C(C1=C[C@@H](c2ccc(C(F)(F)F)cc2)C[C@@H](OCCCCO)O1)N1CCN(Cc2ccccc2)CC1
 : 4.7	1.5	3.3	i	-0.49	1245	10%	-0.85	-0.048	-0.14	0.5	-3.3	1135	-2	671	-9	-6	i	-5
[O-]/C(=C(\C(=S)Nc1ccccc1F)[n+]1ccccc1)c1ccc(OC(F)F)cc1
 : ·	·	·	i	0.04	1028	9%	-0.0075	-0.22	0.54	0.36	-1.3	1294	11	665	·	·	·	·
CC1CCN(CCOCCOc2ccccc2Br)CC1
 : 2.4	2.9	5.7	i	0.54	1736	-12%	-0.47	-0.17	-0.14	0.31	-2.7	1189	1	676	-3	10	i	23
O=C1CC(c2ccccc2)CC2=C1C=Nc1ccccc1N2 (stereo not drawn)
 : 21*	35*	31*	i	-0.24	1502	7%	-1.5	0.0041	-0.71	0.29	4.2	994	-1	645	16	8	i	18
CCCCOP(=O)(c1ccc(N(C)C)cc1)C(O)c1ccc(OC)c(OC)c1 (stereo not drawn)
 : ·	·	·	i	-0.54	1414	-5%	-0.31	-0.27	-0.36	0.87	1.0	1281	·	·	·	·	·	·
CC1CC(c2ccccc2)n2nc(NC(=O)CCc3ccccc3)nc2N1 (stereo not drawn)
 : 2.5	1.7	10	i	-0.66	1012	-8%	0.5	-0.2	0.21	-0.12	-1.4	903	·	·	-21	6	i	-3
Cn1cnnc1SCCn1c(N2CCCCC2)nc2c1c(=O)[nH]c(=O)n2C
 : 5.7	2.9	9.4	i	1.1	806	-1%	-1.2	-0.38	-0.31	0.87	-1.8	1036	-2	799	-14	7	i	9
O=[N+]([O-])c1ccc(COc2ccc(CNc3ccccc3)cc2)cc1
 : 4.0	2.3	0.5	i	·	·	-89%	1.6	-0.096	2	-1.7	1.6	1012	-2	687	19	6	i	-34
CCS(=O)(=O)Nc1cccc(C2=NN(S(=O)(=O)c3ccc(C)cc3)C(c3ccco3)C2)c1 (stereo not drawn)
 : 5.0	1.3	3.3	i	·	·	-8%	0.8	0.16	0.5	-0.012	-1.1	1150	-9	687	-4	-8	i	23
O=C(c1cnn2c(C(F)F)cc(C3CC3)nc12)N1CCc2ccccc2C1
 : 1.3	3.1	5.5	i	-0.57	1297	14%	-1.2	-0.28	-0.41	0.14	-1.5	1195	-32	748	24	7	i	3
S=C1N[C@H]2CCCC[C@@H]2N1
 : ·	·	·	i	-0.2	1044	1%	0.36	1	1.4	-0.59	-0.2	1318	-2	692	·	·	·	·
O=C(c1cccnc1)N1CCN(S(=O)(=O)c2ccc3ccccc3c2)CC1
 : 1.6	1.7	8.5	i	-0.28	1317	-2%	-0.099	-0.27	0.12	0.52	2.7	1145	-2	735	-5	8	i	0
O=C(C(Cc1ccccc1)n1cccc1)N1CCCCCC1 (stereo not drawn)
 : 4.2	3.2	6.1	i	2.2	1894	-21%	-0.061	-0.22	0.082	0.42	-1.4	1103	-28	616	5	-6	·	·
O=C(C1CCCN(S(=O)(=O)c2ccc(Cl)cc2)C1)N(Cc1cccs1)C1CC1 (stereo not drawn)
 : 4.8	1.7	3.6	i	-0.53	1107	-1%	0.19	-0.24	0.52	0.64	-0.6	1078	-19	687	30	13	i	15
O=C(NCC1COc2ccccc2O1)c1ccc(Cl)cc1 (stereo not drawn)
 : 3.7	2.4	1.7	i	-0.19	1069	-126%	-0.32	-0.29	-0.079	-0.32	1.5	1095	·	·	41	21	i	-14
Cc1ccccc1NCC(=O)N/N=C\C=C\c1cccc([N+](=O)[O-])c1
 : 4.1	2.9	3.8	i	0.39	1590	13%	-0.019	0.0077	0.71	0.38	-1.1	1027	1	710	18	1	i	18
N#CC1=C(C=Nc2ccccc2O)CCC1
 : 2.0	1.2	4.1	i	·	·	-7%	2	0.081	1.5	-1.7	1.7	1029	-17	699	0	-14	i	4
CC(C)(C)NC(=O)c1cc(-c2ccccc2)n[nH]1
 : ·	·	·	i	0	1254	-29%	0.14	-0.29	0.38	0.63	-0.3	1124	5	660	2	-9	i	-9
CCOC(=O)CSc1nc2ccccc2n1CC(=O)N1CCN(c2ccccc2)CC1
 : 5.9	4.7	8.6	i	1.2	1353	-10%	0.014	-0.18	0.27	-0.22	-0.4	837	·	·	-19	-4	i	-16
COc1ccc(/C=C2\SC(=S)N(CC(=O)OCC(=O)Nc3ccc(C)cc3Cl)C2=O)cc1
 : 2.6	2.2	12	i	-0.74	1389	0%	0.14	-0.24	0.24	0.2	1.1	1091	6	753	3	6	i	10
Cc1ccc(SCc2[nH]nc3c2C(c2ccc(C)o2)C(C#N)=C(N)O3)cc1 (stereo not drawn)
 : 4.0	3.3	7.4	i	-0.19	1589	14%	0.45	-0.17	0.25	-0.57	0.1	1346	·	·	1	14	i	-23
Cc1n[nH]c(C)c1CCNCc1ccc(OCC(O)CN2CCCCC2)cc1 (stereo not drawn)
 : 1.9	2.2	7.9	i	·	·	1%	0.14	-0.22	0.15	0.16	2.1	956	-7	688	0	-1	i	-7
O=C(NCC1CCCO1)c1ccc2c(=O)n(-c3ccccc3)c(=S)[nH]c2c1 (stereo not drawn)
 : 3.9	2.1	8.9	i	0.05	1128	13%	0.53	-0.24	0.56	-1	0.8	1028	-4	668	-6	-15	i	1
CCCn1c(=O)c2c(c3ccccc31)OC(C)C(=O)N2 (stereo not drawn)
 : 3.3	2.9	3.7	i	1.4	1284	6%	-0.84	-0.24	0.18	0.72	0.2	1028	5	698	13	6	i	5
Cc1ccc(C(=O)NC(=S)NCc2cccnc2)cc1
 : 1.5	1.3	2.4	i	1.6	1661	-46%	-0.18	-0.23	0.1	0.78	-0.9	1045	-1	667	5	3	i	12
FC(F)Sc1ccc(-n2cc(-c3ccc(Cl)cc3)[n+]3c2CCC3)cc1
 : 2.2	1.5	3.8	i	0.11	1356	2%	-0.11	-0.25	0.02	0.62	-0.3	1007	-5	597	0	27	i	0
c1csc(-c2nc(CN3CCSCC3)cs2)c1
 : ·	·	·	i	-0.07	1013	-96%	-0.3	-0.26	0.73	0.14	-0.2	1389	5	740	·	·	·	·
Cc1cc(C)nc(-n2nc(C)cc2Nc2ccccc2)n1
 : 2.6	3.1	33	i	0.9	994	2%	0.21	-0.31	0.41	-0.071	1.0	934	2	719	72*	71*	i	3
Cc1ccc(S(=O)(=O)CCC(=O)Nc2nccs2)cc1
 : 1.4	1.3	6.8	i	·	·	10%	-0.83	-0.19	-0.38	0.85	1.8	1180	0	747	-22	-18	i	4
CCOc1ccc(N2C(=O)CC(Sc3n[nH]c(-c4ccccc4)n3)C2=O)cc1 (stereo not drawn)
 : 1.4	1.0	5.3	i	0.14	1624	0%	-5.2*	1.8*	-2.3*	0.23*	1.1	954	-1	741	8	17	i	-3

# Overlap with the part before: three entries, followed by the next part.
# Values run as follows: MT stabilizer	MT stabilizer Hoechst-high %	MT stabilizer cytotoxicity %	Yfh1-depleted yeast	Insulin prom up	Insulin prom up cell count	NOD2 inhibition	Dynein cargo inh	Dynein cargo inh cytoplasmic EGFP	Dynein cargo inh nuclear GR-EGFP	Dynein cargo inh cell count	bCat nuc transl	bCat nuc transl cell count 5 µM	Hep lipid drop	Hep lipid drop cells 6.5 µM	WT yeast gro inh	WT yeast gro inh mutant strain	Autophagy HCS	Autophagy HCS cell loss 18 h
Cc1cc(C)nc(-n2nc(C)cc2Nc2ccccc2)n1
 : 2.6	3.1	33	i	0.9	994	2%	0.21	-0.31	0.41	-0.071	1.0	934	2	719	72*	71*	i	3
Cc1ccc(S(=O)(=O)CCC(=O)Nc2nccs2)cc1
 : 1.4	1.3	6.8	i	·	·	10%	-0.83	-0.19	-0.38	0.85	1.8	1180	0	747	-22	-18	i	4
CCOc1ccc(N2C(=O)CC(Sc3n[nH]c(-c4ccccc4)n3)C2=O)cc1 (stereo not drawn)
 : 1.4	1.0	5.3	i	0.14	1624	0%	-5.2*	1.8*	-2.3*	0.23*	1.1	954	-1	741	8	17	i	-3
Cc1ccc(C(=O)NNC(=O)OC(C)(C)C)c(Cl)c1
 : 2.5	1.3	7.3	i	0.11	889	1%	1.9	0.32	0.95	-1.2	-1.2	1171	-17	764	-3	10	i	35
O=C(N/N=C1/CCCc2ccccc21)C(c1ccccc1)c1ccccc1
 : 2.9	2.8	8.1	i	-0.51	1548	-12%	-0.41	-0.2	0.4	0.78	2.5	1338	·	·	-17	4	i	14
COCCCN1CN(Cc2ccco2)CNC1=S
 : ·	·	·	i	-0.01	1008	17%	0.89	-0.25	0.41	-0.32	-1.5	1352	1	780	·	·	·	·
O=C(c1ccc2c3c(cccc13)C(=O)N(O)C2=O)N1CCCCC1
 : 4.1	0.8	0.2	i	0.56	1543	7%	0.024	-0.3	0.37	0.37	-0.5	1012	·	·	21	19	i	8
